High-throughput results deposited in PubChem BioAssay by several laboratories.
ABHD5 PLIN5 PPI – ABHD5-PLIN5 protein interaction inhibition; Q00G26+Q8WTS1; Split G. princeps luciferase complementation, luminescence, 4 h; inhibition, % at 4 µM; 360,000 compounds, 0.78% hits; AID 602281;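 active means inhibition above the mean inhibition across every tested compound plus 3 SD, cut at about 22% in these data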;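 further: 0% = DMSO only wells and the 100% control is not disclosed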
TROY NFkB inh – blocks TROY-dependent signaling in reporter cells; 360,000 compounds, 0.98% hits; Q293 LMP1-TROYcd NF-kB luciferase reporter, 4 h; inhibition, % at 10 µM;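 active means compounds whose plate-normalised and pattern-corrected inhibition of the luciferase reporter signal at the single screening dose is 50% or more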
NR2F2 inh – NR2F2 (human) inhibition, primary screen. P24468. HEK293T NGFI-A luciferase reporter, luminescence. inhibition, % at 8.6 µM. 370,000 compounds, 0.7% hits. AID 686940;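 active means inhibition above a per-plate cutoff, mean inhibition of test wells between control levels plus 3 SD, cut at about 38% in these data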;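 further: cells cotransfected with COUP-TFII expression vector driving the NGFI-A reporter; 0% = median of COUP-TF2 test wells and 100% = reporter-only cells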
NOD2-RIPK2 inh – inhibitors of human NOD2-RIPK2 interaction; O43353; CHO BLA complementation NOD2-RIPK2, CCF4 ratio; inhibition, % at 4.98 µM; 360,000 compounds, 0.38% hits; AID 624267; in the data active means inhibition above about 21%;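 further: 0% = vehicle only and 100% = reference blocker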
LRH-1 inv ag – suppresses constitutive activity of human LRH-1 | 360,000 compounds, 0.13% hits | O00482 | HEK293T StAR-luciferase reporter, LRH-1 transfected, 24 h | inhibition, % at 3.6 µM | AID 602396;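 active means inhibition above the mean inhibition of all tested compounds plus 3 SD, cut at about 73% in these data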;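 further: 0% = DMSO wells and 100% = reporter-only cells lacking LRH-1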
NCOA2 inhibitor – human SRC2 (NCOA2) inhibition; Q15596; HEK293 GAL4-SRC2 luciferase reporter, luminescence; inhibition, % at 9 µM; 370,000 compounds, 0.17% hits; AID 651957;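 active means inhibition above the mean inhibition of all tested compounds plus 3 SD, set per campaign, cut at about 52% in these data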;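 further: 0% = DMSO treated cells and 100% = cells given Gossypol at 36 µM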
SRC1 inh – inhibits human SRC1 coactivator; Q15788; HEK293 GAL4-SRC1 luciferase reporter, luminescence; inhibition, % at 3.6 µM; AID 588354; 360,000 compounds, 0.12% hits;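 active means inhibition above the campaign mean plus 3 SD, with each screening campaign given its own cutoff, cut at about 60% in these data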;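 further: 0% = DMSO treated cells and 100% = gossypol at 36 µM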
TWEAK Fn14 block – blocks TWEAK-Fn14 interaction in a reporter cell assay. TWEAK-stimulated Fn14 reporter cells, luciferase luminescence, 8 h. inhibition, % at 10 µM. 360,000 compounds, 2% hits. AID 1159606; in the data active means inhibition above about 50%
Exocytosis inh – lytic granule exocytosis inhibition. inhibition, % at 10 µM. AID 651702. TALL-104 LAMP-1 surface exposure, flow cytometry; cells stimulated with thapsigargin and PMA. 360,000 compounds, 0.66% hits;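 active means inhibition above about 55%, limit read from the data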
NCOA3 inh – inhibitors of human steroid receptor coactivator 3 (SRC3); Q9Y6Q9; HEK293 GAL4-SRC3 luciferase reporter, luminescence; inhibition, % at 3.6 µM; 360,000 compounds, 0.17% hits;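 active means inhibition above a per-campaign cutoff, the mean of all compounds plus 3 SD, cut at about 60% in these data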;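 further: 0% = DMSO-treated cells and 100% = gossypol-treated cells at 36 µM; higher means less SRC3-driven luciferase light from the GAL4 reporter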
TLR9-MyD88 inh – TLR9-MyD88 interaction inhibition. 340,000 compounds, 0.21% hits. CHO BLA complementation TLR9-MyD88, CCF4 FRET ratio. inhibition, % at 4.98 µM. Q9NR96+Q99836;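 active means inhibition above the mean over all tested compounds plus 3 SD, cut at about 21% in these data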;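 further: 0% = DMSO only wells and 100% = clavulanate BLA inhibitor control wells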
Numbers without * were called inactive; . = no result given.

Results follow in this order: ABHD5 PLIN5 PPI	TROY NFkB inh	NR2F2 inh	NOD2-RIPK2 inh	LRH-1 inv ag	NCOA2 inhibitor	SRC1 inh	TWEAK Fn14 block	Exocytosis inh	NCOA3 inh	TLR9-MyD88 inh
O=[N+]([O-])c1ccc(-c2csc(Nc3ccccc3)[n+]2Cc2ccccc2)cc1
    0	-88	-2	-1	16	-30	-19	-13	6	7	-10
CCOC(=O)c1cc(S(=O)(=O)N2CCN(C(=O)OCC)CC2)cn1C
    0	-8	-3	13	4	-37	-15	1	1	0	1
Cc1cc(OCC(=O)NNC(=O)CCc2ccccc2)ccc1Br
    4	-26	8	2	-1	-25	2	22	0	2	-2
Cc1cccc(C(=O)N[C@H](C(=O)Nc2cccc(S(=O)(=O)N3CCCC3)c2)C(C)C)c1
    -3	-14	23	-7	4	-11	-10	10	1	-25	4
COc1ccc(C(=O)COC(=O)Cc2n[nH]c(=O)c3ccccc23)c(OC)c1
    1	10	-16	-8	-3	-53	-10	3	-3	7	-5
CC(=O)c1c(C)[nH]c(C(=O)OCC(=O)NCc2ccccc2)c1C
    -5	-1	8	-1	8	12	-6	25	-7	1	-4
O=C(CSS(=O)(=O)O)N1CCN(C(=O)c2ccoc2)CC1
    -8	-4	22	-8	5	-3	10	-8	-6	14	6
COc1ccc(CN(CCN(C)C)Cc2ccccc2)c(OC)c1
    4	-20	6	-3	11	3	0	-4	1	13	0
O=C(Cc1ccc(F)cc1)Nc1nnc(SCC(=O)NC2CCCC2)s1
    2	1	-4	0	-6	2	-17	-1	1	14	0
CCOc1ccccc1NC(=O)C(=O)N/N=C/c1ccc([N+](=O)[O-])cc1
    -3	14	4	-4	8	-24	-3	-105	-2	7	3
CCN1CCc2c(sc(N)c2C#N)C1
    -4	-8	-3	3	-2	-13	5	-9	0	19	6
CN1c2ccccc2C(C)(C)C12CC(c1cccc(S(=O)(=O)N3CCCC3)c1)=NO2 (stereo not given)
    -4	8	-7	7	-2	4	-82	8	1	-72	8
CCn1c(/C=C/c2ccccc2)nc2ccccc21
    -2	-37	-62	-5	-119	-33	-88	27	3	-50	7
N#CC1(NC(=O)CSc2nc3ncc(Cl)cc3[nH]2)CCCCC1
    -6	21	4	-1	5	1	3	9	7	20	6
O=C(C1CCCO1)N1CCN(C(=S)Nc2ccc(F)cc2)CC1 (stereo not given)
    -4	-6	-6	4	10	23	-27	12	-6	18	-3
CCN(CC)S(=O)(=O)c1ccc(NS(=O)(=O)c2ccc(OC)c([N+](=O)[O-])c2)cc1
    5	-4	3	-3	-9	8	-2	-8	-2	19	-4
COC(=O)C1C(=O)C2=C(CC1C)NC(C)=C(C(=O)OC1CCCC1)C2c1ccc(N(C)C)cc1 (stereo not given)
    11	-20	2	-10	-24	-38	-7	-23	-8	-21	5
C/C(=C(/CCO)SSCC1CCCO1)N(C=O)Cc1cnc(C)nc1N (stereo not given)
    -52	7	4	16	-7	0	-4	3	-6	-6	-9
CCc1nccn1CCC(=O)N1CCc2c([nH]c3ccccc23)C1CC(C)C (stereo not given)
    0	5	12	-3	1	-1	-3	3	24	-1	3
C=C(C)C1Cc2c(C)nn(-c3ccccc3)c2C1 (stereo not given)
    -4	-2	-11	1	-1	-3	0	-2	-6	10	-11
C=CCN(Cc1nc(-c2cc(OC)c3c(c2)OCO3)oc1C)C1CCS(=O)(=O)C1 (stereo not given)
    3	10	16	-1	2	-7	4	-17	-2	6	-2
CCOC(=O)C1=NN(C(=O)c2ccc(OC)cc2)C(O)(c2ccc(Cl)cc2)C1 (stereo not given)
    1	-14	-2	0	-1	-35	-11	-4	0	-3	1
Cc1cc(C)c(C#N)c(OCC(=O)Nc2ccccc2)n1
    10	-2	.	0	4	.	-39	11	-18	3	5
CCOC(=O)c1cc(C(C)C)sc1NC(=O)COC(=O)c1nccnc1N
    -5	14	-2	-9	15	-2	-23	-7	-4	3	-3
Cc1cc(C)cc(OCC(=O)NCC2CCCO2)c1 (stereo not given)
    5	73*	16	-10	11	47	7	89*	7	39	-5
CCc1nc2ccc(C(=O)NCCNC(C)=O)cn2c1N(CCC(C)C)CCN(C)C
    -10	6	-3	-9	-14	13	-2	12	1	-8	.
Cc1c(NC(=O)c2cc(-c3ccco3)on2)c(=O)n(-c2ccccc2)n1C
    7	2	26	-5	-7	-14	-3	0	-4	8	2
COC(=O)c1cc(CNC(=O)c2ccccc2OCc2c(C)noc2C)ccc1OC
    3	9	8	-5	-14	-22	-3	0	1	-13	-1
CCCCOc1ccc(C(=O)NCC2(c3ccccc3)CCOCC2)cc1
    0	2	-4	7	7	-6	0	-1	2	-2	-8
C/C(Cn1cnc([N+](=O)[O-])n1)=N/NC(=O)COc1c(Cl)cc(Cl)cc1Cl
    3	-1	20	-8	-1	-32	10	-6	1	13	-1
O=C(c1cc(=O)[nH]c2ccccc12)N(Cc1nnc(-c2ccccc2Cl)o1)C1CC1
    -4	3	4	-2	-3	-4	-8	-10	-1	3	-6
Cn1c(N2CCOCC2)c(C=O)c2ccccc21
    -5	-3	1	-4	17	9	-10	-2	-7	0	1
Cc1cccc(NC(=S)NC(=O)C(c2ccccc2)c2ccccc2)n1
    -4	-26	15	2	3	21	1	-3	-6	0	-1
COCCN(C(=S)Nc1cccc(C)c1)C(C)c1cccs1 (stereo not given)
    2	0	5	-11	-5	4	2	9	-4	18	0
CCOC(=O)c1ccc(Oc2cc(C)nc(Cl)n2)cc1
    11	-22	-11	-11	16	-49	0	6	-5	4	-2
Cn1c(NC(=O)/C=C/c2ccccc2)cc(=O)n(C)c1=O
    4	-83	-10	-2	-58	-40	-76	-1	0	-57	-12
CN(C(=O)c1cccc(NC(=O)Cc2ccc(NC(=O)C3CCN(S(=O)(=O)c4cccc([N+](=O)[O-])c4)CC3)cc2)c1)C1CCC1
    5	6	10	-7	3	11	-17	-12	-5	-8	-6
Cc1sc2ncnc(N3CCC(C(=O)Nc4nnc(SCc5ccccc5F)s4)CC3)c2c1C
    6	-7	4	-9	9	-3	-14	4	6	24	2
O=C(Cc1sc(-c2ccccc2Cl)nc1-c1ccccc1)Nc1ccccc1
    -3	2	-19	-4	-4	5	8	-108	5	22	1
Cc1ccc(COc2ccc(C(=O)NN)cc2)cc1
    -1	-32	-9	8	-7	6	-13	-22	0	-12	2
C=CCn1c(SCC(=O)Nc2cccnc2Cl)nnc1-c1ccc(C(C)(C)C)cc1
    -1	-4	14	-2	-20	-20	-16	14	1	-19	0
O=C(NCC(O)c1nc2ccccc2[nH]1)c1cc2ccccc2[nH]1 (stereo not given)
    -3	-3	-5	-1	16	-13	-7	18	-3	-17	.
O=C(c1ccc(C(F)(F)F)cc1)C1CCCN(C(=O)Cn2cnnn2)C1 (stereo not given)
    7	-22	-13	-3	-1	6	2	-17	-8	10	3
CCOC(=O)N1CCC(NC(=O)C2CCC(CNS(=O)(=O)c3ccc(OC)cc3)CC2)CC1 (stereo not given)
    0	3	-2	-9	12	-25	-4	-1	-3	16	-15
O=C(CSc1nnnn1-c1ccc(O)cc1)c1ccc(F)cc1
    -6	-41	-10	-6	-27	16	2	-10	4	-1	.
COc1ccc(NC(=O)COC(=O)C2CCC(C(C)(C)C)CC2)c([N+](=O)[O-])c1 (stereo not given)
    5	17	-29	2	4	7	1	21	-4	13	1
CC1=Nc2ccccc2/C1=C/c1c(N)n2c(S(=O)(=O)C(C)C)nsc2nc1=O
    -1	2	7	-5	13	-8	-7	6	4	13	-2
Cc1cc(=O)c2ccccc2n1CC(=O)NCc1ccccc1
    6	5	6	-14	11	5	-1	10	-4	21	-17
O=C(Nc1nccs1)[C@@H]1CCCN1S(=O)(=O)c1ccccc1F
    -16	22	21	-14	-7	-1	-7	0	0	7	-3
CCCCNC(=O)c1c(CSc2ccccc2)noc1C(=O)NCc1ccccc1
    4	-3	-6	-5	-2	-11	0	-1	-9	3	-3
CCC(OC(=O)CC1Sc2ccccc2NC1=O)C(=O)NCC1CCCO1 (stereo not given)
    3	-14	-5	-2	-8	-11	7	-6	-3	-8	-8
COc1ccccc1N1C(=O)CC(Sc2nc(C)cc(C)n2)C1=O (stereo not given)
    0	-10	-24	-9	-12	-21	-2	-12	-1	24	0

Reformatted: entries from further up.
canonical_smiles,ABHD5 PLIN5 PPI,TROY NFkB inh,NR2F2 inh,NOD2-RIPK2 inh,LRH-1 inv ag,NCOA2 inhibitor,SRC1 inh,TWEAK Fn14 block,Exocytosis inh,NCOA3 inh,TLR9-MyD88 inh
COc1ccc(NC(=O)COC(=O)C2CCC(C(C)(C)C)CC2)c([N+](=O)[O-])c1 (stereo not given),5,17,-29,2,4,7,1,21,-4,13,1
CC1=Nc2ccccc2/C1=C/c1c(N)n2c(S(=O)(=O)C(C)C)nsc2nc1=O,-1,2,7,-5,13,-8,-7,6,4,13,-2
Cc1cc(=O)c2ccccc2n1CC(=O)NCc1ccccc1,6,5,6,-14,11,5,-1,10,-4,21,-17
O=C(Nc1nccs1)[C@@H]1CCCN1S(=O)(=O)c1ccccc1F,-16,22,21,-14,-7,-1,-7,0,0,7,-3

Not all compounds are listed. The share of hits here may be higher or lower than overall.
